Compound activity from PubChem BioAssay.
Cneo AK release: causes C. neoformans cell lysis; adenylate kinase release luminescence, 4 h; normalised: neutral wells 0, clomiphene wells 100; lysis activity, % at 15 µM; 360,000 tested, 0.2% active;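 active = mean lysis activity across replicates of at least 80%, whatever share of replicates individually reach that level; inactive = mean lysis activity below 80%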
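Material: C. neoformans cells; Schedule: 4 h static compound exposure, 37 °C, read 1 h post-reagent; Measured by: adenylate kinase release luminescence; Read-out: signal increase indicating cell lysis; Controls: Clomiphene as positive lysis control.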
PGC1a acetyl inh: lowers PGC1a acetylation signal in U2OS cells. AlphaScreen anti-acetyl-lysine; with virally co-expressed GCN5 acetyltransferase. inhibition, % at 15.6 µM. 350,000 tested, 0.17% active. AID 651687;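 active = every replicate shows inhibition of at least 40%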;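 also: 0% = neutral control wells and 100% = positive control wells; some results beyond the cut were filed as inactive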
ERAP1 HTS inh: inhibitors of human ERAP1 aminopeptidase | inhibition, % at 10.7 µM | 340,000 tested, 0.15% active | Q9NZ08 | recombinant ERAP1, Leu-AMC fluorescence, 60 min;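 active = mean replicate inhibition of at least 30%, or all replicates individually reaching that 30% level; inactive = mean below 30% and not every replicate reaching it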;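 also: 0% = neutral control wells and 100% = L-leucinethiol positive control wells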
PglD DTNB: blocks C. jejuni PglD acetyltransferase activity. 360,000 tested, 0.098% active. purified PglD enzyme, DTNB colorimetric CoA detection. inhibition, % at 12.5 µM; in the data active = inhibition above about 16%, passing the limit was not always enough; also: strong numbers were not always called active
miR122 inh: inhibitors of miR-122 in Huh7 cells. Huh7 miR-122 Renilla luciferase sensor, 48 h; neutral wells = 0, positive control = 100. activation (reporter increase), % at 12.5 µM. 340,000 tested, 0.3% active;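 active = mean replicate activation score at least 90 and every replicate individually at or above 90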;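 also: higher luciferase means less miR-122 activity so hits act as miR-122 inhibitors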
RAD52 anneal inh: blocks human RAD52 DNA annealing; P43351; recombinant RAD52 DNA annealing, FRET fluorescence; inhibition, % at 18.7 µM; 360,000 tested, 0.46% active;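 active = every replicate showing at least 50% inhibition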
RAD54 branch: blocks human RAD54 Holliday junction branch migration; inhibition, % at 10.4 µM; FAM/BHQ fluorescence; 360,000 tested, 0.14% active; Q92698; AID 602329;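 active = mean normalized replicate activity at least 40 and at least half of replicates scoring 40 or more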;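 also: 0% = median of neutral control wells and 100% = median of positive control wells; inhibitors cause a drop in the FAM fluorescence signal; in these data hits start at about 50%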
Target sequence (Q92698 whole entry, looked up): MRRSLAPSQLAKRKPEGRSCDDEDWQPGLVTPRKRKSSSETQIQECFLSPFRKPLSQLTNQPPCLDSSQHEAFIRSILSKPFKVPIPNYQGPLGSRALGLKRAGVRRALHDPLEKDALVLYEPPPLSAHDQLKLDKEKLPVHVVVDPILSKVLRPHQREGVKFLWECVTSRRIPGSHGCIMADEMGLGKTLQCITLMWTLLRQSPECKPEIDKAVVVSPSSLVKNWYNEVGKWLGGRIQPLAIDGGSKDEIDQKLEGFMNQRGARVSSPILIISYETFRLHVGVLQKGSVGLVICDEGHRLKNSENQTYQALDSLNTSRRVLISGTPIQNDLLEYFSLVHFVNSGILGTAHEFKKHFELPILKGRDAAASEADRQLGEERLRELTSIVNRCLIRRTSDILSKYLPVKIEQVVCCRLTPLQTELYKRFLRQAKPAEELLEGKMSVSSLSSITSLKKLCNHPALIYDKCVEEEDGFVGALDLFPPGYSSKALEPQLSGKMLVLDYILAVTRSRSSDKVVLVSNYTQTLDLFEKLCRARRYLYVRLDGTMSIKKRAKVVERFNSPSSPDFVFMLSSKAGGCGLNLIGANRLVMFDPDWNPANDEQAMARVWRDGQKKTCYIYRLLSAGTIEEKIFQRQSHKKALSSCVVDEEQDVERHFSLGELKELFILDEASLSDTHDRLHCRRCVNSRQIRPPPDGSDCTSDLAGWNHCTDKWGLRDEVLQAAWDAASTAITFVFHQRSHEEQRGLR
E-sel inducer: E-selectin induction on HUVECs; P16581; HUVEC E-selectin immunofluorescence imaging; normalized: neutral wells 0, TNF-alpha wells 100; activation, % at 7.58 µM; 260,000 tested, 0.37% active; AID 686992;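 active = mean E-selectin-positive cell signal at least 10% of the positive control, reached in at least 60% of replicates, without over 20% cell loss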;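 also: in these data hits start at about 27%; measured in HUVEC primary endothelial cells; signal is the percent of cells scored E-selectin positive by PE staining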
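material = human umbilical vein endothelial cells (HUVEC), E-selectin induction | quantity = 3,000 cells/well | medium = EGM-2 growth medium on 0.1% gelatin-coated wells | technique = immunofluorescence imaging | read-out basis = % PE-positive cells | control set = TNF-alpha positive control, DMSO neutral control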
Active calls of the source: *; / = not tested or not shown; [ ] = another dose, or the depositor's remark.

1. C[C@@H]1CCCCO[C@H](CN(C)S(=O)(=O)c2ccc(Cl)cc2)[C@@H](C)CN([C@H](C)CO)C(=O)c2cc(NC(=O)Nc3ccc(C(F)(F)F)cc3)ccc2O1
2. CCCCC1CCc2[nH]nc(C(=O)O)c2C1 (stereo not drawn)
3. CC(C)(C)NC(=O)NC(=O)COC(=O)C1c2ccccc2Oc2ccccc21
4. CCOC(=O)CN1CC23C=CC(O2)C(C(=O)Nc2ccc(F)cc2)C3C1=O (stereo not drawn)
5. C=C(C)COc1ccc(C2NC(=O)c3ccccc3O2)cc1OCC (stereo not drawn)
6. O=C(NCc1ccccc1)N1CCN(CCO)CC1
7. CCOC(=O)C1(C)CCCN1C(=O)c1csnn1 (stereo not drawn)
8. O=C(Cn1nnc2ccccc2c1=O)NCc1ccc(Cl)cc1
9. COc1ccc(N(CC(=O)Nc2cc([N+](=O)[O-])ccc2C)S(C)(=O)=O)cc1OC
10. CN(CC(=O)Nc1ccc(Cl)c(C(F)(F)F)c1)C(=O)CCN1C(=O)C2CC=CCC2C1=O (stereo not drawn)
entry no.	1	2	3	4	5	6	7	8	9	10
Cneo AK release	-5	-6	1	0	1	1	-2	/	-1	-1
PGC1a acetyl inh	5	/	-36	6	/	1	-1	-2	8	-3
ERAP1 HTS inh	/	-6	-3	/	-1	-1	4	-2	-1	-1
PglD DTNB	-5	6	-3	1	1	-1	-4	/	-1	-1
miR122 inh	-8[16.7 µM]	/	7	-4	/	-3	-1	-2	-2	-6
RAD52 anneal inh	/	-1	-12	/	-5	-5	1	-14	-4	-3
RAD54 branch	4	4	-2	-9	-21	4	7	/	12	7
E-sel inducer	0.0	0.0	/	/	0.5	/	1.1	0.1	1.3	0.0

11. Cc1c(/N=C(\[O-])Nc2ccc(Br)cc2)sn[n+]1C
12. CCCN(C(=O)CSCC(=O)Nc1cccc(C)c1)c1c(N)n(Cc2ccccc2)c(=O)[nH]c1=O
13. Cc1cc(C)c2nc(N3C(=O)C(O)=C(C(=O)c4ccco4)C3c3ccc(O)cc3)sc2c1 (stereo not drawn)
14. O=C(NCCc1c[nH]c2ccccc12)C(=O)NCC1OCCN1S(=O)(=O)c1ccc(Cl)cc1 (stereo not drawn)
15. CCN(c1ccc(OC)cc1)S(=O)(=O)c1nnc(NC(=O)COc2ccc(F)cc2)s1
16. Cc1ccccc1C(=O)N1CCC(C(=O)N2CCN(S(=O)(=O)c3ccccc3F)CC2)CC1
17. CS(=O)(=O)N1[C@H](C#N)[C@@H](c2ccc(-c3ccccc3F)cc2)[C@H]1CO
18. C/C=C(/C)C(=O)O[C@@H]1c2c(ccc3ccc(=O)oc23)OC(C)(C)[C@@H]1OC(C)=O
19. COc1cccc(C2Nc3ccccc3C(=O)N2c2ccc(F)cc2)c1O (stereo not drawn)
20. O=C(NCCCN1CCc2ccccc2C1)C1CCN(S(=O)(=O)N2CCCC2)CC1
entry no.	11	12	13	14	15	16	17	18	19	20
Cneo AK release	-2	1	9	-3	2	-2	-6	1	-2	25
PGC1a acetyl inh	18	-2	3	-8	-2	-3	0	/	-4	/
ERAP1 HTS inh	1	2	3	-1	-1	7	-2	/	-9	2
PglD DTNB	2	3	-4	5	3	9	2	3	-2	-3
miR122 inh	5	-3	-2	-1	-2	-9	/	/	1	-6
RAD52 anneal inh	-2	-1	-14	-17	-26	-12	-24	-20	-3	6
RAD54 branch	-4	-1	-3	1	-1	6	1	-8	-3	6
E-sel inducer	0.1	/	/	-1.0	1.0	/	0.0	-0.1	0.0	/

Values in list order from the list:
ERAP1 HTS inh for entries 12–15, in order: 2, 3, -1, -1
Cneo AK release for entries 12–15, in order: 1, 9, -3, 2

Quoted at random: 6 compounds from above, in no set order.
11. Cc1c(/N=C(\[O-])Nc2ccc(Br)cc2)sn[n+]1C
12. CCCN(C(=O)CSCC(=O)Nc1cccc(C)c1)c1c(N)n(Cc2ccccc2)c(=O)[nH]c1=O
14. O=C(NCCc1c[nH]c2ccccc12)C(=O)NCC1OCCN1S(=O)(=O)c1ccc(Cl)cc1 (stereo not drawn)
13. Cc1cc(C)c2nc(N3C(=O)C(O)=C(C(=O)c4ccco4)C3c3ccc(O)cc3)sc2c1 (stereo not drawn)
19. COc1cccc(C2Nc3ccccc3C(=O)N2c2ccc(F)cc2)c1O (stereo not drawn)
15. CCN(c1ccc(OC)cc1)S(=O)(=O)c1nnc(NC(=O)COc2ccc(F)cc2)s1
entry no.	11	12	14	13	19	15
Cneo AK release	-2	1	-3	9	-2	2
PGC1a acetyl inh	18	-2	-8	3	-4	-2
ERAP1 HTS inh	1	2	-1	3	-9	-1
PglD DTNB	2	3	5	-4	-2	3
miR122 inh	5	-3	-1	-2	1	-2
RAD52 anneal inh	-2	-1	-17	-14	-3	-26
RAD54 branch	-4	-1	1	-3	-3	-1
E-sel inducer	0.1	/	-1.0	/	0.0	1.0

The results go on:
21. CC1(C(=O)NS(=O)(=O)c2ccc(Cl)s2)CCN1C(=O)Cc1ccccc1Cl (stereo not drawn)
22. O=C(C[C@@H]1C[C@@H]2c3cc(NC(=O)NC4CCCCC4)ccc3O[C@@H]2[C@@H](CO)O1)NCc1ccccn1
23. O=C(Nc1ccsc1C(=O)NC1CCCCC1)c1ccc(F)cc1
24. O=C(c1ccc(S(=O)(=O)N2CCCC2)cc1)N1CCC(CN2C(=O)c3cccc4cccc(c34)C2=O)CC1
25. CCn1c(=O)cc(SCC(=O)N(C)Cc2ccccc2)c2ccccc21
26. COc1cc(/C=C/C(=O)OCC(=O)NC(=O)NC(C)(C)C)ccc1OCC#N
27. COC(=O)c1ccc(C(c2c(N)n(CC(C)C)c(=O)[nH]c2=O)N2CCN(c3ccccc3)CC2)cc1 (stereo not drawn)
28. Cn1c(=O)oc2cc(S(=O)(=O)Nc3ccc(O)cc3)ccc21
29. COC(=O)[C@@]1(Cc2ccccc2)[C@H]2C(=O)N(Cc3ccccc3)C(=O)[C@H]2[C@H]2CN=C(SCc3ccc(C)cc3)N21
30. Cn1cnc(S(=O)(=O)N[C@H]2CC[C@@H](CC(=O)NCC3CC3)O[C@H]2CO)c1
entry no.	21	22	23	24	25	26	27	28	29	30
Cneo AK release	1	45	1	-3	0	/	5	1	6	-5
PGC1a acetyl inh	/	-6	0	6	-15	0	-7	/	/	12
ERAP1 HTS inh	-1	1	/	/	/	0	/	3	/	2
PglD DTNB	8	4	0	-2	2	/	-1	4	-13	3
miR122 inh	/	24[16.7 µM]	-12	12	35	-8	1	-3	3	/
RAD52 anneal inh	-8	-13	/	-11	/	-19	/	-19	/	-2
RAD54 branch	10	-2	3	-13	-1	/	-11	1	2	6
E-sel inducer	0.1	0.1	/	-0.5	/	/	/	0.0	/	-0.4

31. CCOc1ccc(/C=N/n2c(-c3ccccc3)n[nH]c2=S)cc1
32. CNC[C@@H]1Oc2ccc(NC(=O)C3CC3)cc2C(=O)N([C@@H](C)CO)C[C@H]1C
33. O=C(N/N=C/c1ccc(-c2cccc(C(F)(F)F)c2)o1)c1cccc(F)c1
34. O=C(NN=Cc1cccc([N+](=O)[O-])c1)c1cc(-c2cccnc2)nc2ccccc12
35. O=C(NCCc1ccncc1)c1ccccc1F
36. C[C@H](CO)N1C[C@H](C)[C@H](CN(C)Cc2ccc3c(c2)OCO3)OCc2ccccc2-c2c(n(C)c3ccccc23)C1=O
37. Cc1ccc(C(=O)CSc2nnc(COc3cccc4cccnc34)o2)cc1
38. CC1CN=C(N(C(=O)Nc2ccccc2)C(C)C)S1 (stereo not drawn)
39. Cc1ccc(SCc2ccc(C(=O)NCc3ccncc3)cc2)cc1
40. O=C(NCc1ccc(F)cc1)c1ccc(N2CCOCC2)c([N+](=O)[O-])c1
entry no.	31	32	33	34	35	36	37	38	39	40
Cneo AK release	-1	0	-1	-1	1	/	-5	0	-1	2
PGC1a acetyl inh	22	-8	10	/	/	5	-13	13	-6	-1
ERAP1 HTS inh	-5	1	/	0	/	-11	-2	/	-2	4
PglD DTNB	-2	-2	0	3	0	/	-5	-187	1	9
miR122 inh	-2	-7[16.7 µM]	/	/	-11	/	-4	-4	4	-4
RAD52 anneal inh	-8	-1	/	-13	/	5	0	/	0	-3
RAD54 branch	-8	4	-5	-14	-11	/	-7	-30	9	1
E-sel inducer	0.8	-0.1	/	-0.4	/	0.8	/	/	/	/

41. O=C(C[C@@H]1CC[C@@H]2[C@H](COC[C@H](O)CN2Cc2cccc(Cl)c2)O1)N1CCCCC1
42. CCOC(=O)C1(Cc2cccc(OC)c2)CCCN(C(=O)c2ccc(OC)o2)C1 (stereo not drawn)
43. C[C@H]1CN([C@@H](C)CO)C(=O)c2cc(-c3cccnc3)cnc2O[C@H]1CN(C)C(=O)C1CCC1
44. O=C(CSCC(=O)NC1CC1)Nc1ccccc1
45. COc1ccc(CCNC2CC(=O)N(CCc3ccccc3)C2=O)cc1 (stereo not drawn)
46. O=C(C[C@H]1C[C@@H]2c3cc(NC(=O)NC4CCCCC4)ccc3O[C@@H]2[C@H](CO)O1)NCc1cccnc1
47. C[C@H](CO)N1C[C@H](C)[C@H](CN(C)Cc2ccc3c(c2)OCO3)Oc2ncc(/C=C/c3ccccc3)cc2C1=O
48. Cc1cc(-c2c(C)[nH]n(-c3ccccc3)c2=O)n(-c2ccccc2)n1
49. COc1ccc(CC(=O)OCC(=O)Nc2cccc(Br)c2)cc1
50. CC(=O)N1[C@H](CO)[C@H]2c3ccccc3N(S(=O)(=O)c3ccccc3C)C[C@H]21
entry no.	41	42	43	44	45	46	47	48	49	50
Cneo AK release	3	-1	-1	-3	-7	0	47	0	/	-4
PGC1a acetyl inh	-9	7	5	-7	10	-7	-2	4	1	6
ERAP1 HTS inh	1	-3	2	/	/	2	-1	/	0	2
PglD DTNB	0	0	0	0	5	0	-8	4	/	2
miR122 inh	-3[16.7 µM]	-2	-2[16.7 µM]	-3	7	0[16.7 µM]	24[16.7 µM]	-3	/	-17[16.7 µM]
RAD52 anneal inh	-1	-11	9	/	/	4	5	/	-4	-1
RAD54 branch	-7	-3	-5	-11	-1	12	-8	2	/	-13
E-sel inducer	-0.1	0.9	0.5	/	/	-0.2	-0.2	4.3	1.3	0.3

51. Cc1nc(C)c2c(c1C(F)(F)F)-c1ccccc1C2(F)F
52. Cc1nc2ccc(S(=O)(=O)NCC(=O)O)cc2s1
53. O=C(NCC(c1ccc(F)cc1)N1CCOCC1)c1ccc(-c2ccccc2)cc1 (stereo not drawn)
54. COc1cc(C)c(C)cc1S(=O)(=O)NC1CC(C)(C)NC(C)(C)C1
55. CCN1[C@@H]2Cn3c(ccc(-c4ccccc4)c3=O)[C@H]1[C@@H](C(=O)NCc1ccccc1)[C@@H]2CO
56. Cc1cc(NC(=O)Nc2ccccc2Cl)no1
entry no.	51	52	53	54	55	56
Cneo AK release	2	1	-1	-3	-4	0
PGC1a acetyl inh	9	/	/	/	/	8
ERAP1 HTS inh	/	/	-3	5	1	0
PglD DTNB	-3	2	-2	6	2	4
miR122 inh	-1	-1	/	3	0[16.7 µM]	2
RAD52 anneal inh	/	/	-25	-7	-1	-21
RAD54 branch	-5	-2	-6	-1	5	-9
E-sel inducer	/	/	/	1.5	-0.3	/
